ALOX15B inhib: blocks human 15-lipoxygenase 2 activity | Potency, µM (series often up to 57.1 µM), for inactives: at the highest dose activity change, negative = inhibition, most hits filed as inhibitors | 0.56% of 110,000 active | purified 15hLO-2, xylenol orange hydroperoxide absorbance | O15296 | AID 881; also: potency is read from the fitted curve at half-maximal effect; nearly all actives have a fitted effect of over 60% in size; many of its hits are not listed in these tables
Target sequence (O15296 whole entry, looked up): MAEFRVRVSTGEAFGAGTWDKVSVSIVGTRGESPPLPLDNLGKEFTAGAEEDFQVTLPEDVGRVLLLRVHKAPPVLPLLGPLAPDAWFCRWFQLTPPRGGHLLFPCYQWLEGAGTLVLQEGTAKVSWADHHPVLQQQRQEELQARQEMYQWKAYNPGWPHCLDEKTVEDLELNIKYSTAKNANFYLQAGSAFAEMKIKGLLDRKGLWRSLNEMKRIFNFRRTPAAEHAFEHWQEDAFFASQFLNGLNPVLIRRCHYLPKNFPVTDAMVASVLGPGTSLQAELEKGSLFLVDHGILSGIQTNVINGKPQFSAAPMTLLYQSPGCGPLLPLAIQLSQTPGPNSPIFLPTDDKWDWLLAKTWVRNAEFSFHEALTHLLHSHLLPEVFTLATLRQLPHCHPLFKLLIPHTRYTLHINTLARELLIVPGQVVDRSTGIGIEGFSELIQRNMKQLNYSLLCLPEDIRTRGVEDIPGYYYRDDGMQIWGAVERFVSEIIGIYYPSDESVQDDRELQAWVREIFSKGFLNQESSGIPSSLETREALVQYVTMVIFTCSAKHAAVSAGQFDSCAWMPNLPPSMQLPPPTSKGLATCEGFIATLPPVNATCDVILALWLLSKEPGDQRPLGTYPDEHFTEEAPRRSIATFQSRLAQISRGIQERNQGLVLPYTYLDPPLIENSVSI
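Purified human 15hLO-2 (50 nM) preincubated 15 min with compound, then 45 uM arachidonic acid for 90 min at RT in 25 mM Hepes pH 7.5, 0.01% Triton X-100. Hydroperoxide detected by Fe-xylenol orange; 573/405 nm absorbance ratio.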
ALOX12 inhib: blocks human 12-lipoxygenase activity | P18054 | purified 12-hLO, xylenol orange hydroperoxide absorbance | Potency, µM (top dose mostly 57.1 µM), without a hit: at the highest dose activity change, negative = inhibition, hits mostly inhibitors | 0.12% of 150,000 active; also: potency is read from the fitted curve at half-maximal effect; nearly all actives have a fitted effect of over 55% in size; many of its hits are not listed in these tables
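Purified human 12hLO (150 nM final) was preincubated with compounds for 15 min at room temperature in 25 mM Hepes pH 7.0, 0.01% Triton X-100, then reacted with 40 uM arachidonic acid for 30 min. Hydroperoxide was detected with ferrous iron/xylenol orange.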
IMPase inh: membrane-permeable compound that blocks inositol monophosphatase; 120,000 tested, under 10 active; CHO-M1 cells, IP1 accumulation, HTRF TR-FRET ratio; inhibition (IP1 accumulation), % at 46.1 µM; P97697; active = well fitted curve in the direction sought with a large enough effect in the signal ratio, not every such curve was filed as active; inconclusive = small, poorly fitted or top-dose-only effect, or a change in a side signal; inactive = no such curve, though single readings can be large or run the other way; the % refers to the signal ratio;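 also: cells stimulated with carbachol in lithium chloride buffer; plate controls were DMSO basal wells for no effect and reference inhibitor wells for full effect; higher means more IMPase inhibition seen as more IP1 and lower FRET ratio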
Target sequence (P97697 whole entry, looked up): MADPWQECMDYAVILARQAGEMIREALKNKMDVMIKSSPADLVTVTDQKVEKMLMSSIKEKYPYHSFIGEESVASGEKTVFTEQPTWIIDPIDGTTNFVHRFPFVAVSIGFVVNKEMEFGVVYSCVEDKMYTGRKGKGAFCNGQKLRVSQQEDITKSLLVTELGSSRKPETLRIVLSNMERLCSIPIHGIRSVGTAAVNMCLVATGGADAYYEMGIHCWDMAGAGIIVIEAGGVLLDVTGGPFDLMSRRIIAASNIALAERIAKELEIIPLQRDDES
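Cellular IMPase inhibition is scored as a rise in cytosolic IP1, detected by competitive TR-FRET between d2-labelled IP1 and a europium anti-IP1 antibody. M1-expressing CHO cells were stimulated with carbachol for 30 min at 37C, with lithium (50 mM LiCl) present in the buffer.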
PNC inhibitor: inhibitors of perinucleolar compartment assembly | PC3M PTB-GFP, PNC prevalence imaging, 16 h; stronger effect = lower value | activity change (PNC), negative = inhibition, % at 10 µM | 3.1% of 140,000 active;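 active = readout at or below -70, meaning at least 70% loss of cells showing the perinucleolar compartment, a nuclear body marking cancer cells; inconclusive = readout between -30 and a set limit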;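 also: plate controls were DMSO wells for no effect and camptothecin positive control wells for full effect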
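Compounds are pinned in duplicate onto adhered PC3M cells stably expressing GFP-tagged PTB and incubated 16 h at 37 C. Cells are then fixed, nuclei stained with Hoechst, and PNC-positive cells counted.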
Starred values were filed as active, the others as inactive; ? = inconclusive; / = no result given. Unless noted, calls follow the shape of the dose curve; as a rule, active = well fitted curve in the direction sought with a large enough effect; inconclusive = small, poorly fitted or top-dose-only effect, or another doubt; inactive = no such curve, though single readings can be large; an effect the other way counts as inactive or inconclusive. Unless noted, % is scaled to controls: 0 for no effect and ±100 for the full control effect. Some of the compounds tested; rates above refer to the full screens.

Start of the listing, in advance, 18 compounds:
cpd | ALOX15B inhib | canonical_smiles | ALOX12 inhib | IMPase inh | PNC inhibitor
1 | / | CCN(CC)c1ccc(NC(=O)CSc2nc3ccccc3c(=O)n2-c2cc(S(=O)(=O)N(C)C)ccc2C)cc1 | -1% | / | -28
2 | -1% | CC(C)n1c(N2CCN(CC(=O)NCc3cccs3)CC2)nc2ccccc21 | 4% | -3 | 15
3 | -8% | CC(C)CC(=O)NC(=S)Nc1ccccn1 | -2% | -5 | -7
4 | / | Cc1ccc(C(=O)C(=S)N2CCOCC2)cc1 | 1% | / | -3
5 | 1% | Clc1cccc2sc(N3CCCCC3)nc12 | -12% | 2 | -82*
6 | -8% | COCCCn1c(=NC(=O)c2ccc3c(c2)OCO3)c(C#N)cc2c(=O)n3cccc(C)c3nc21 | -25% | 5 | -10
7 | / | O=C(CCCCCCCC(=O)NNC(=O)Nc1ccccc1)NNC(=O)Nc1ccccc1 | -2% | / | -8
8 | 3% | Cn1c(=O)[nH]c(=O)c2c1nc(N1CCCCC1)n2CCSc1nc2ccccc2o1 | -1% | 5 | 0
9 | / | O=C(NCc1ccccc1)Nc1cccn(Cc2cccc(F)c2)c1=O | -1% | -1 | ?
10 | -1% | Nc1ncnc2nc(Cl)[nH]c12 | 11% | / | /
11 | / | Cc1nnc(SCC(=O)N/N=C/c2ccc(-c3ccc(C)c(Cl)c3)o2)s1 | -3% | -8 | -6
12 | -3% | CCOC(=O)c1c(C)[nH]c(C(=O)OCC(=O)N2CCN(S(=O)(=O)c3ccccc3)CC2)c1C | 4% | -6 | -11
13 | -3% | C=CCc1c(C)c(C#N)c2nc3ccccc3n2c1NCCN(C)C | -7% | 9 | 12
14 | / | CCOC(=O)C1CN(C(C)(C)C)C(=O)C1=O (stereo unspecified) | -1% | -10 | 194
15 | 3% | Cc1cccc(C)c1NC(=O)/C(C#N)=C/c1cccs1 | 1% | 4 | 13
16 | 4% | Cc1cn[nH]c1 | 6% | 8 | /
17 | / | CC(C)(C)C(=O)Nc1ccccc1C(=O)N1CCCC1 | -3% | 0 | ?
18 | -14% | CC(=O)NC(NC(=S)Nc1ccc(N=Nc2ccccc2)cc1)C(Cl)(Cl)Cl (stereo unspecified) | -24% | 5 | -15

The listing, from the start:
cpd | ALOX15B inhib | canonical_smiles | ALOX12 inhib | IMPase inh | PNC inhibitor
1 | / | CCN(CC)c1ccc(NC(=O)CSc2nc3ccccc3c(=O)n2-c2cc(S(=O)(=O)N(C)C)ccc2C)cc1 | -1% | / | -28
2 | -1% | CC(C)n1c(N2CCN(CC(=O)NCc3cccs3)CC2)nc2ccccc21 | 4% | -3 | 15
3 | -8% | CC(C)CC(=O)NC(=S)Nc1ccccn1 | -2% | -5 | -7
4 | / | Cc1ccc(C(=O)C(=S)N2CCOCC2)cc1 | 1% | / | -3
5 | 1% | Clc1cccc2sc(N3CCCCC3)nc12 | -12% | 2 | -82*
6 | -8% | COCCCn1c(=NC(=O)c2ccc3c(c2)OCO3)c(C#N)cc2c(=O)n3cccc(C)c3nc21 | -25% | 5 | -10
7 | / | O=C(CCCCCCCC(=O)NNC(=O)Nc1ccccc1)NNC(=O)Nc1ccccc1 | -2% | / | -8
8 | 3% | Cn1c(=O)[nH]c(=O)c2c1nc(N1CCCCC1)n2CCSc1nc2ccccc2o1 | -1% | 5 | 0
9 | / | O=C(NCc1ccccc1)Nc1cccn(Cc2cccc(F)c2)c1=O | -1% | -1 | ?
10 | -1% | Nc1ncnc2nc(Cl)[nH]c12 | 11% | / | /
11 | / | Cc1nnc(SCC(=O)N/N=C/c2ccc(-c3ccc(C)c(Cl)c3)o2)s1 | -3% | -8 | -6
12 | -3% | CCOC(=O)c1c(C)[nH]c(C(=O)OCC(=O)N2CCN(S(=O)(=O)c3ccccc3)CC2)c1C | 4% | -6 | -11
13 | -3% | C=CCc1c(C)c(C#N)c2nc3ccccc3n2c1NCCN(C)C | -7% | 9 | 12
14 | / | CCOC(=O)C1CN(C(C)(C)C)C(=O)C1=O (stereo unspecified) | -1% | -10 | 194
15 | 3% | Cc1cccc(C)c1NC(=O)/C(C#N)=C/c1cccs1 | 1% | 4 | 13
16 | 4% | Cc1cn[nH]c1 | 6% | 8 | /
17 | / | CC(C)(C)C(=O)Nc1ccccc1C(=O)N1CCCC1 | -3% | 0 | ?
18 | -14% | CC(=O)NC(NC(=S)Nc1ccc(N=Nc2ccccc2)cc1)C(Cl)(Cl)Cl (stereo unspecified) | -24% | 5 | -15
19 | -6% | NS(=O)(=O)c1cccc(NC(=O)CSc2ccccn2)c1 | -1% | -4 | ?
20 | -7% | Cc1ccc(C(C(=O)NC(C)(C)C)N(CC2CCCO2)C(=O)Cn2nnc(-c3ccc(C)o3)n2)cc1 (stereo unspecified) | -11% | 0 | 21
21 | / | O=C(COc1ccc(C(=O)c2ccccc2)cc1)NCC1CCCCC1 | 1% | 3 | 23
22 | 2% | Nc1c(C(=O)NCc2ccccc2)nnn1Cc1ccccc1 | 4% | 12 | -3
23 | / | CNS(=O)(=O)c1ccc(NC(=O)c2ccccn2)cc1 | -1% | / | 14
24 | -3% | O=c1c2cc(N3CCOCC3)ccc2[nH]c(=S)n1CCCN1CCN(c2ccccc2F)CC1 | -1% | 7 | 48
25 | -4% | COc1cccc(C2C(C(=O)c3cccs3)=C(O)C(=O)N2CCCn2ccnc2)c1OC (stereo unspecified) | -13% | -3 | -96*
26 | / | CC(Sc1nc(-c2ccc(F)cc2)cs1)C(=O)Nc1ccc(Cl)cn1 (stereo unspecified) | -2% | / | -100*
27 | / | C/C(=N\NC(=O)C(=O)Nc1cccc(Cl)c1)c1ccncc1 | -1% | / | 7
28 | -1% | Cc1noc(C)c1COC(=O)CCC(=O)c1ccc(F)cc1 | -6% | 8 | 56
29 | / | O=c1c(S(=O)(=O)c2ccc(Cl)cc2)cn(Cc2ccccc2)c2ccc(F)cc12 | 0% | / | ?
30 | -1% | COc1ccc(C)cc1S(=O)(=O)Nc1cccc(SC)c1 | -7% | -7 | ?
31 | / | Clc1cccc(OCCN2CCN(CCOc3cccc(Cl)c3)CC2)c1 | 5% | / | 15
32 | / | Cc1ccc(NC(=O)c2cc(S(=O)(=O)NCCc3ccccc3)ccc2F)cc1Cl | -6% | -5 | ?
33 | 6% | CCCCNc1nc(C)nc2c1nc(-c1ccccc1)n2CCCN(C)C | 1% | / | /
34 | -8% | COc1ccc(N(CC(=O)NC(C)C)S(=O)(=O)c2ccc(NC(C)=O)cc2)cc1 | 3% | 3 | 53
35 | 0% | CCOC(=O)C1=C(C)NC2=C(C(=O)CCC2)C1c1cccs1 (stereo unspecified) | -8% | -1 | ?
36 | -4% | CC(C)CN(CCC(=O)O)CC(C)C | 6% | -5 | -1
37 | -1% | Cc1nc2sccn2c(=O)c1Cl | -2% | 10 | 1
38 | -1% | Cc1cc(C(=O)N2CCOCC2)n(-c2ccccc2)n1 | 5% | 3 | -8
39 | -5% | CCS(=O)(=O)NCC(c1cccnc1)N1CCN(c2ccc(F)cc2)CC1 (stereo unspecified) | -2% | -3 | 27
40 | / | C/C(=N\NC(=O)C(C)Nc1cccc(Cl)c1)c1ccc([N+](=O)[O-])cc1 (stereo unspecified) | -4% | / | 32
41 | / | S=C(NCc1ccco1)Nc1ccc(Cl)cc1Cl | -2% | / | 33
42 | 14% | COc1cc(/C=N/n2cnnc2)ccc1OCc1ccc(C)cc1 | -3% | -2 | ?
43 | 2% | CCOc1ccc(Nc2ncnc3c2cnn3-c2ccccc2)cc1 | -1% | 3 | 13
44 | 28% | CC(C)Nc1nc(Cl)nc(NNC(=O)C(C)Oc2ccccc2)n1 (stereo unspecified) | -5% | 9 | -4
45 | -1% | COc1ccc(NC(=O)N2CCC3(CC2)CCN(C(=O)c2ccncc2)CC3)cc1 | 1% | / | /
46 | -9% | CC1CN(Cc2ccc(Cl)cc2Cl)CC(C)O1 (stereo unspecified) | -3% | 9 | -20
47 | 11% | CSc1ccc(-c2nnn(Cc3ccc(C)cc3)n2)cc1 | -11% | 4 | -8
48 | -2% | CCC1(CC)Nc2ccccc2C(=O)N1c1ccc(NC(C)=O)cc1 | 0% | -6 | 36
49 | 2% | Cc1ccc(NC(=O)c2cc(C)on2)cc1 | -4% | 3 | 15
50 | 3% | CC1(C(=O)NC2CCCC2)CCC(=O)N1Cc1ccccc1Cl (stereo unspecified) | 5% | 1 | -88*

(cont.)
cpd | ALOX15B inhib | canonical_smiles | ALOX12 inhib | IMPase inh | PNC inhibitor
51 | / | CS(=O)(=O)c1ccc(Cl)c(NC(=O)c2ccc3ccccc3c2)c1 | -4% | 0 | 41
52 | -21% | CCCc1cc(C(N)=O)c(NC(=O)C2CCCO2)s1 (stereo unspecified) | -4% | -8 | 22
53 | -2% | CC(C)Cn1c(=O)[nH]c2ccccc21 | 3% | -4 | 8
54 | -3% | CC(=O)N1CCN(C2=Nc3cccc4cccc2c34)CC1 | 5% | 16 | -2
55 | -4% | N#CC1=C(N)OC2=C(C(=O)CCC2)C12CCN(C(=O)OCc1ccccc1)CC2 | -10% | -3 | 24
56 | / | Cc1cccc(-c2n[nH]c(=S)n2/N=C/c2ccc(C)o2)c1 | 1% | / | 38
57 | 3% | COc1cccc(CNn2c(-c3cccc(C)c3)nc3ccccc3c2=O)c1 | 4% | 11 | 10
58 | -5% | Cc1cc(C)n(C(=O)CNC(=O)c2cccs2)n1 | 2% | 7 | 11
59 | 1% | O=C(Nc1ccc(NC(=O)C2CC2)nc1)c1ccco1 | -8% | -2 | 3
60 | 1% | O=C(COc1cc(Cl)c(Cl)cc1Cl)NC(=O)NC1CCCC1 | 4% | -2 | 38
61 | 1% | CCOC(=O)c1c(NC(=O)CSc2nnc(-c3ccc(C)cc3)o2)sc(C(C)=O)c1C | 9% | -12 | -23
62 | -1% | Cc1c(Cl)cccc1NC(=O)CC(C(=O)O)C1CCCO1 (stereo unspecified) | -3% | 2 | 19
63 | / | CC(=O)C1=C(C)NC(SCc2cccc3ccccc23)=C(C#N)C1c1ccco1 (stereo unspecified) | -13% | 22 | 6
64 | 1% | O=C(NCc1ccccn1)c1c(O)c2c([nH]c1=O)CCCC2 | -3% | 6 | 28
65 | -8% | Cc1cccc(NC(=O)c2ccc3ccccc3n2)c1C | -4% | 3 | 24
66 | / | CC(C)CCNC(=O)CCNS(=O)(=O)c1ccc(Cl)cc1 | -7% | / | -4
67 | 2% | O=C(NC1CCCCC1)c1ccc(S(=O)(=O)N2CCOCC2)cc1 | 5% | 3 | -11
68 | / | COc1ccc(C2Nc3ccccc3C(=O)N2O)cc1CN1CCOCC1 (stereo unspecified) | -3% | / | 4
69 | -9% | Cc1ccc(C(C)C)c(Oc2nnnn2-c2ccccc2)c1 | -3% | 8 | ?
70 | 0% | COc1ccc(OC)c(S(=O)(=O)N2c3cc(F)ccc3CCC2C)c1 (stereo unspecified) | -7% | 18 | 5
71 | / | Cc1sc2nc(COC(=O)c3ccc(N4CCCC4)c([N+](=O)[O-])c3)[nH]c(=O)c2c1C | -1% | 4 | 0
72 | / | c1ccc(CNc2nc(-c3cccs3)nc3ccccc23)cc1 | 3% | / | -27
73 | 2% | CCCN(CCC)CCNC(=O)c1cc2c(=O)n(C)c3ccccc3c2n1C | 0% | -3 | -10

Three compounds already listed, ordered by their value in PNC inhibitor, ascending:
cpd | ALOX15B inhib | canonical_smiles | ALOX12 inhib | IMPase inh | PNC inhibitor
61 | 1% | CCOC(=O)c1c(NC(=O)CSc2nnc(-c3ccc(C)cc3)o2)sc(C(C)=O)c1C | 9% | -12 | -23
65 | -8% | Cc1cccc(NC(=O)c2ccc3ccccc3n2)c1C | -4% | 3 | 24
56 | / | Cc1cccc(-c2n[nH]c(=S)n2/N=C/c2ccc(C)o2)c1 | 1% | / | 38
